Kir21 inh: inhibitors of mouse Kir2.1 inward-rectifier potassium channel; 310,000 compounds, 0.85% hits; HEK293-Kir2.1, FluxOR thallium flux fluorescence; stronger effect = lower value; AID 1672, 2009; Inward rectifier potassium channel 2 (Mus musculus), P35561; B-score at 10 µM;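 active means fluorescence ratio B-score at or below minus 3 SD of library scores, with starting-brightness B-score within 2 SD, cut at about -4.2 in these data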;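 further: channel flux triggered by added potassium and thallium sulfate stimulus; B-score of peak minus minimum fluorescence over baseline after thallium stimulus; more negative B-score means stronger Kir2.1 block with less thallium influx; some compounds called inactive have numbers as strong as hits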
KCNQ2 inh: KCNQ2 potassium channel inhibitors, primary screen, cell-based, CHO-K1, FluxOR thallium flux, B-score (AID 2156). Potassium voltage-gated channel subfamily KQT member 2 (Rattus norvegicus), O88943. 20 min; stronger effect = lower value. B-score at 10 µM. 310,000 compounds, 1.1% hits;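 active means fluorescence ratio B-score at most minus 3 library SDs, with starting brightness B-score within 2 library SDs, cut at about -5.5 in these data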
Target sequence (O88943 whole entry, looked up): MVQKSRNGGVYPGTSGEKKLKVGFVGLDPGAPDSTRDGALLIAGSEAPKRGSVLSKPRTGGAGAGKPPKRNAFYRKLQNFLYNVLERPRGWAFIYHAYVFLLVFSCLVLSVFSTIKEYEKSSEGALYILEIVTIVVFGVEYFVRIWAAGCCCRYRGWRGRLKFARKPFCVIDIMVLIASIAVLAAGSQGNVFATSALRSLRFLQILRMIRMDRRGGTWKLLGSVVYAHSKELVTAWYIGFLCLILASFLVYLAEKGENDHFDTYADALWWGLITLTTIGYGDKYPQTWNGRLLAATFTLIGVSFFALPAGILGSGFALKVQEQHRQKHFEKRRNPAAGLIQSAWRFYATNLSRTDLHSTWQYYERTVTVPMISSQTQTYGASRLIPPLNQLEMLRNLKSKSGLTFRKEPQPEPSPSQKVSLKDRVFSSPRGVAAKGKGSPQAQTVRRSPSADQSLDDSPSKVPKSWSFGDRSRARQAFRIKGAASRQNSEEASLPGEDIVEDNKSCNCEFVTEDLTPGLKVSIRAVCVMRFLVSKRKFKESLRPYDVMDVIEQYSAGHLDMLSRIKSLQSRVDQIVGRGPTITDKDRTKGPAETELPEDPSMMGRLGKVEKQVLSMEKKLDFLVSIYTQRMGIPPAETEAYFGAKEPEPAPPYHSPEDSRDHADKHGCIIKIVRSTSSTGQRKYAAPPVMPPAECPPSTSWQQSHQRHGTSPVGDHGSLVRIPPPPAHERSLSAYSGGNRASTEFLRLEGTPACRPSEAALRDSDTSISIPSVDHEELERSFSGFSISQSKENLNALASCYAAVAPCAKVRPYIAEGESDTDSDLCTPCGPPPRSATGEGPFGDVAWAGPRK
Numbers without * were called inactive; i = inactive.

SMILES | Kir21 inh | KCNQ2 inh
COCCn1c(-c2ccc(OC)c(OC)c2)nc2ccccc21 | -0.06 | i
O=C(Nc1ccc(Cl)cc1)N1CCCC1 | 1.1 | i
O=C(NCc1ccc(F)cc1)c1cnc2n(c1=O)CCS2 | 1.1 | i
CC1=C(C(=O)Nc2ccccc2C(=O)N2CCCCC2)SCCO1 | -0.48 | i
O=C(NNc1ccc([N+](=O)[O-])cc1[N+](=O)[O-])C1C2CCCCC21 (stereo not drawn) | 1.6 | i
COCCCn1c(-c2ccc(Cl)cc2)n[nH]c1=S | 0.06 | i
COc1ccc(C(C(=O)NC2CCCCC2)N(C(=O)c2ccco2)c2ccccc2C(C)=O)cc1 (stereo not drawn) | 0.71 | i
CC1=Nc2ccccc2/C1=C/c1sc(=N)n(-c2nccs2)c1O | -2.6 | -9.9*
Cc1cc(C(=O)COC(=O)C2=COCCO2)c(C)n1-c1ccc2c(c1)OCO2 | -0.99 | i
CCCC(=O)Nc1ccc2c(c1)c1ccccc1n2CC | -1.6 | i
COC(=O)C1CSC(C(=O)OC)N1C(=O)CN1CC(C)OC(C)C1 (stereo not drawn) | -0.05 | i
O=C(CCc1nnc2ccc(NCCCN3CCCC3=O)nn12)NCc1ccccc1Cl | 0.7 | i
C=CCNc1nc2ccccc2nc1NS(=O)(=O)c1cccc(C)c1 | -0.67 | i
Cc1ccc(/C=N/n2c(-c3ccco3)n[nH]c2=S)s1 | 1.2 | i
CN1C(c2ccccc2)CC(=NO)CC1c1ccccc1 (stereo not drawn) | -0.71 | i
O=S(=O)(Nc1cccc(S(=O)(=O)N2CCCCCC2)c1)c1ccccc1 | -2.8 | i
CCCN1CCN(CCCNC(=S)Nc2ccc(F)cc2)CC1 | 1.7 | i
COCCn1c(=S)[nH]c2sc3c(c2c1=O)CCC(C)C3 (stereo not drawn) | 1.3 | i
CC1CCN(C(=O)c2ccc3c(Cl)c4c(nc3c2)CCCC4)CC1 | 0.98 | i
O=C1CC(=O)N(Cc2ccco2)C(=S)N1 | 0.01 | i

4 entries from above, with two lines to a compound.
Below each SMILES – Kir21 inh, KCNQ2 inh
> COC(=O)C1CSC(C(=O)OC)N1C(=O)CN1CC(C)OC(C)C1 (stereo not drawn)
  -0.05, i
> COCCn1c(=S)[nH]c2sc3c(c2c1=O)CCC(C)C3 (stereo not drawn)
  1.3, i
> CC1=Nc2ccccc2/C1=C/c1sc(=N)n(-c2nccs2)c1O
  -2.6, -9.9*
> O=C(CCc1nnc2ccc(NCCCN3CCCC3=O)nn12)NCc1ccccc1Cl
  0.7, i

Entries above that have a thiophene ring, fused or not (2):
SMILES | Kir21 inh | KCNQ2 inh
Cc1ccc(/C=N/n2c(-c3ccco3)n[nH]c2=S)s1 | 1.2 | i
COCCn1c(=S)[nH]c2sc3c(c2c1=O)CCC(C)C3 (stereo not drawn) | 1.3 | i

(next part)
SMILES | Kir21 inh | KCNQ2 inh
O=C(Nc1cccnc1Cl)c1ccc(Cl)c([N+](=O)[O-])c1 | -1.1 | i
COc1cccc(NC(=O)NCc2c(-c3ccccc3)noc2C)c1 | 1.3 | i
CCSc1ccccc1C(=O)N1CCN(c2ccc([N+](=O)[O-])cc2)CC1 | -0.91 | i
CC(=O)c1c[nH]c(C(=O)NC2CCCCCC2)c1 | -0.62 | i
Cc1ccc(-c2csc3nc[nH]c(=O)c23)cc1C | 2 | i
COc1ccc(/C=N/Nc2nccnc2Cl)c(OC)c1 | 0.05 | i
O=c1nc2sc3ccccc3n2c(=O)n1-c1cccc(Cl)c1 | 1.7 | i
Cc1cccc(NC(=O)C2CC(=O)OC23CCCCC3)c1 (stereo not drawn) | -2.3 | i
COc1cccc(CNC(=O)c2nnn(CC(=O)Nc3ccc(Br)cc3)c2N)c1 | -1.4 | i
O=C(CCN1CCC(c2ccccc2)C1)c1ccccc1 (stereo not drawn) | -0.59 | i
CCOCCCNC(=S)N(CCO)Cc1cc2cc3c(cc2[nH]c1=O)OCCO3 | 0.48 | i
O=C(OC(C(=O)NC1CCCC1)c1ccncc1)C1=Cc2ccccc2OC1 (stereo not drawn) | -1.8 | i
Cc1ccc(-n2c(SCC(=O)NCC3CCCO3)nnc2-c2ccoc2C)cc1 (stereo not drawn) | 0.01 | i
CCCn1c(C)cc(C(=O)COc2ccc(S(=O)(=O)N(CC)CC)cc2[N+](=O)[O-])c1C | -1.6 | i
N=C1C(c2ccccc2)=C(O)CN1CCO | 0.35 | i
COC(=O)c1cn(-c2ccc(F)cc2)c(=O)c2ccccc12 | -0.68 | i
N#Cc1c(NC(=O)CSCC(=O)O)sc2c1CCCC2 | 1.4 | i
CCOc1ccc2nc3c(cc2c1)CN(CCOC)C(=NC)S3 | 0.47 | i
COC(=O)CSc1snnc1-c1ccc(F)cc1 | -4.2 | i
Cc1[nH]c(=O)[nH]c(=O)c1S(=O)(=O)N1CCCCC1 | -0.5 | i
N#Cc1ccc(CN2CCN(C(=O)Cn3nc(C(N)=O)c4ccccc4c3=O)CC2)cc1 | -0.56 | i
Cn1c(=O)c([N+](=O)[O-])c(-n2cnc3ccccc32)c2ccccc21 | -3.6 | i
O=C(CSc1oc(-c2ccco2)nc1S(=O)(=O)c1ccc(F)cc1)NCC1CCCO1 (stereo not drawn) | -0.85 | i
CN1CCN(CCCNC(=O)Nc2cccc3ccccc23)CC1 | 1.1 | i
COc1ccc(C(=O)CN(C(=O)c2ccc(Cl)cc2)N2C(=O)c3ccccc3C2=O)cc1 | -0.68 | i
CC(=O)c1c(C)nc2ccc(Br)cc2c1-c1ccccc1 | -3.3 | -7.8*
O=C(Cc1ccccc1)Nc1ccccc1Oc1ccccc1 | -1.8 | i
CCc1nnc(NC(=O)C2(C)COC(c3ccccc3)OC2)s1 (stereo not drawn) | 1.4 | i
O=C(CC1C(=O)NCCN1CCCc1ccccc1)NCCc1ccccc1F (stereo not drawn) | -0.51 | i
CCCc1nc2c(sc3nc4c(cc32)COC(C)(C)C4)c(=O)n1CCN(C)C | 0.11 | i
N#Cc1cc2[nH]c3ccccc3c2[n+](-c2ccc([N+](=O)[O-])cc2)c1N | 1.2 | i
CCOc1ccc(S(=O)(=O)NCCC(=O)Nc2nnc(C)s2)cc1 | 0.56 | i
Cc1nn(-c2ccccc2)c(C)c1/C=N/NC(=O)c1cccs1 | -0.22 | i
CC(=O)OC(C)C[N+](C)(C)C (stereo not drawn) | -0.74 | i
COC(=O)c1sccc1NC(=O)CSCCc1ccccn1 | -1 | i
Clc1ccc2nc(N3CCNCC3)nc(-c3ccccc3)c2c1 | -4.9* | -5.9*
CC(NC(=O)c1ccccc1N)c1ccccc1 (stereo not drawn) | -1.7 | i
c1ccc(CNc2ncnc3nc[nH]c23)nc1 | 0.35 | i
Cc1cc(C(=O)COC(=O)c2cc(Cl)ccc2N)c(C)n1Cc1ccco1 | -0.33 | i
Cc1c(C(=O)O)cnc2c([N+](=O)[O-])cnn12 | 0.31 | i
CN(c1ccccc1)S(=O)(=O)c1ccc(C(=O)Nc2nnc(C3CC3)o2)cc1 | -1.7 | i
O=C1/C(=C/c2ccncc2)SC(=S)N1Cc1ccccc1 | 0.66 | i
CCCOc1ccc(C(=O)Nc2c[nH]c(=O)[nH]c2=O)cc1 | 0.26 | i
O=C(N/N=C/c1ccc(F)cc1)c1c(O)c2ccccc2[nH]c1=O | -0.14 | i
COCCC(=O)N1CCC(n2nccc2NC(=O)CCc2ccccc2)CC1 | 1.6 | i
O=C(CSc1nc2ccccc2c(=O)n1NC(=O)Cc1ccccc1)NCc1ccccc1Cl | 0.56 | i
COC(=O)c1ccc(NC(=O)COc2ccc(S(=O)(=O)NC(C)C)cc2)cc1 | -1.8 | i
COc1ccc(C(=O)COC(=O)CCN=C2NS(=O)(=O)c3ccccc32)cc1OC | -1.1 | i
CC(c1nnnn1C(C)(C)C)N(Cc1cccnc1)Cc1ccccc1Cl (stereo not drawn) | -4.3* | i
CCN(CC)C(=O)n1cnc(-c2ccccc2)c1-c1ccccc1 | -0.83 | i
CC(C)Oc1ccc(N2C(=O)c3ccccc3C2=O)cc1 | -3.2 | i
O=C(Nc1cccc(S(=O)(=O)NC2=NCCCCC2)c1)c1cc(-c2ccco2)nc2ccccc12 | 1.2 | i
CCOc1ccc(S(=O)(=O)NCCC(=O)OCC(=O)c2ccc[nH]2)cc1 | 2 | i
COC(=O)C1(Cc2cc(-c3ccccc3)no2)CCN(C(=O)OC(C)(C)C)CC1 | -0.2 | i
COc1ccc(C(=O)Nn2c(CCC(=O)O)ccc2-c2ccc(C)cc2)cc1OC | 0.32 | i
Cn1c(=O)c2c(nc(CN3CCN(c4ccccc4)CC3)n2Cc2c(F)cccc2Cl)n(C)c1=O | 0.48 | i
CCC(CC)C(=O)Nc1cccc(-c2ccc3nncn3n2)c1 | 0.33 | i
CCNC(=S)N/N=C/c1ccc(F)cc1 | 1.6 | i
NC(=O)c1cc2ccccc2o/c1=N/NC(=O)c1cccs1 | 2.5 | i
Cc1onc(-c2ccccc2Cl)c1C(=O)Nc1ccc(Cl)cn1 | -0.13 | i
Other results.
SMILES | Kir21 inh | KCNQ2 inh
Fc1ccc(NC(=S)NCCc2ccccn2)cc1 | -0.05 | i
O=c1c2c(ncn2C2CCCC2)n(Cc2ccccc2)c(=O)n1CCOc1ccccc1 | -1.4 | i
CC(=O)Nc1ccc(S(=O)(=O)NCC(=O)OCC(=O)NC(=O)C2CCCCC2)cc1 | 0.84 | i
COCCN(C(=O)CSc1nc2ccc(C)cc2[nH]1)c1c(N)n(Cc2ccccc2)c(=O)[nH]c1=O | 2.1 | i
COc1ccc(CNC(=O)c2cc(-n3cnnc3)ccc2Cl)cc1 | 0.04 | i
CCOCCCNCC(=O)Nc1ccc(OC(F)(F)F)cc1 | -0.8 | i
CC(C)(C)N(NC(=O)OCc1ccccc1)C(=O)c1ccccc1 | -0.99 | i
COc1ccccc1C(=O)NC(=O)COC(=O)CCOc1ccc(C)cc1 | 0 | i
O=[N+]([O-])c1ccc(-c2csc(N/N=C/c3cccnc3)n2)cc1 | -0.01 | i
O=C(NC1CC1)C1CCC(=O)N1C1CCCC1 (stereo not drawn) | -1.1 | i
Cc1ccc(CSc2nnc(SCC(=O)N/N=C/c3ccc(C(=O)O)cc3)s2)cc1 | -0.32 | i
Cc1ccc2nc(N3CCC(C(=O)O)CC3)nc(-c3ccccc3)c2c1 | 0.93 | i
NNc1nc(-c2ccccc2)c2cc(Br)ccc2n1 | 1.9 | i
COC(=O)c1ccc(C(=O)OC)c(NC(=O)COC(=O)CCOc2ccc(C)cc2)c1 | -1.5 | i
COc1ccc(/C=N/NC(=O)CSCC(=O)Nc2ccccc2)cc1OC | 0.58 | i
CCOC(=O)C1(CC2CC2)CCN(Cc2ccc(OC)cc2F)CC1 | -0.55 | i
Cc1ccc(-c2nc(SCC(=O)NCC3CCCO3)c(-c3ccc(Cl)cc3)[nH]2)cc1 (stereo not drawn) | -0.24 | i
Cc1ccc(/C=N/NC(=O)c2cc(C)oc2C)o1 | -0.79 | i
CN(C)c1cccc(C(=O)N2CCCC(CCC(=O)NCc3ccccc3F)C2)c1 (stereo not drawn) | 0.38 | i
O=C(NCc1ccco1)C(NS(=O)(=O)c1cccc2nsnc12)c1ccccc1 (stereo not drawn) | -0.86 | i
Cc1cc(NC(=O)COC(=O)c2cccc(OCc3ccccc3)c2)no1 | 0.67 | i
Cc1ccccc1C(=O)NNC(=O)c1ccc2nc[nH]c2c1 | 0.9 | i
CC(C)N1CCc2c(sc(NC(=O)c3ccc(S(=O)(=O)N4CCc5ccccc54)cc3)c2C(N)=O)C1 | 0.04 | i
CN(C(=O)/C=C/c1ccc(F)cc1)C1CCCCC1 | -0.56 | i
CC(=O)c1sc(NC(=O)c2ccccc2F)nc1-c1ccccc1 | -0.06 | i
CCOc1ccc(-c2c(C(=O)N/N=C/c3ccc(OC(C)C)cc3)nnn2-c2nonc2N)cc1 | -0.23 | i
Cc1cc(=O)[nH]c(SCC(=O)Nc2ccc(S(=O)(=O)N3CCOCC3)cc2)n1 | 2.8 | i
Cc1nc2cc(NS(=O)(=O)c3ccc(Br)cc3)ccc2n1C | 0.23 | i
CN(C#N)c1nccc(-c2cccs2)n1 | 0.76 | i
CCCCOc1ccc(C(=O)Nc2ccc(C)cc2[N+](=O)[O-])cc1 | 0.62 | i
CCN(CC)c1ccc2cc(C(N)=O)c(=N)oc2c1 | -15 | i
Cc1cccnc1NC(=O)C1CCC1 | 1.2 | i
Cc1ccc(-n2cc(C(=O)c3ccc(F)cc3)nn2)cc1Cl | 0.39 | i
CC(=O)N1C(=O)C2(C(C#N)=C(N)Oc3c2c(C)nn3-c2ccccc2)c2ccccc21 (stereo not drawn) | 0.08 | i
O=C1C=C(Nc2ccc(O)cc2)CC(c2ccco2)C1 (stereo not drawn) | -0.88 | i
Cc1cc(NC(=O)c2cccc(C)c2[N+](=O)[O-])no1 | 0.88 | i
CC1CCN(C2=NC(=O)/C(=C/c3cccc(O)c3)S2)CC1 | 0.98 | i
Cc1ccc(NC(=O)C2CCCN2C(=O)c2cccs2)c(C)c1 (stereo not drawn) | 0.72 | i
CCS(=O)(=O)N1CCCC(C(=O)Oc2ccc(Br)cc2)C1 (stereo not drawn) | 1.7 | i
COC(=O)c1ccc(CO/N=C/c2ccc(OC)cc2)o1 | -0.44 | i

Whole records from above.
O=C1C=C(Nc2ccc(O)cc2)CC(c2ccco2)C1 (stereo not drawn) is entered as Kir21 inh = -0.88; KCNQ2 inh = i
Cc1cc(NC(=O)c2cccc(C)c2[N+](=O)[O-])no1 is entered as Kir21 inh = 0.88; KCNQ2 inh = i
CCS(=O)(=O)N1CCCC(C(=O)Oc2ccc(Br)cc2)C1 (stereo not drawn) is entered as Kir21 inh = 1.7; KCNQ2 inh = i

Compound activity deposited in PubChem BioAssay by Johns Hopkins Ion Channel Center.
